Screening data as filed in PubChem.
TRHR ag: agonists of human TRH receptor; P34981; TRHR cells, calcium flux fluo-8, FDSS agonist mode; activation, % at 2 µM; hit rate 0.18% among 360,000; AID 493084; in the data active = activation above about 30%; also: 0% is about no effect
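TRHR-expressing cells, plated overnight in medium with 10% serum, were loaded with fluo-8 calcium dye at room temperature. After a 10 s baseline, library compound was pin-added and calcium release was recorded kinetically (ex 480/em 530) as agonist response.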
ALOX12 inh: inhibitors of human 12S-lipoxygenase ALOX12; P18054; AID 1671190; purified 12hLO, xylenol orange hydroperoxide absorbance; hit rate 1.1% among 580,000; Potency, µM (doses to about 108 µM), without a hit: at the top dose activity change, negative = inhibition, hits mostly inhibitors; also: potency is read from the fitted curve at half-maximal effect; % is scaled to controls: 0 for no effect and ±100 for the full control effect
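Purified human 12hLO (150 nM final) in 25 mM Hepes, 0.01% Triton X-100, pH 7.0 was preincubated 15 min at room temperature with compound. Then 40 uM arachidonic acid was added, 30 min. Hydroperoxide was read by Fe-XO absorbance ratio 573/405 nm.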
Pol beta inh: inhibitors of human DNA polymerase beta; P06746; Pol beta primer extension/strand displacement, fluorescence kinetic; Potency, µM (series often up to 114 µM), for inactives: at the top dose activity change, negative = inhibition, most hits filed as inhibitors; hit rate 1.3% among 340,000; AID 485314; also: potency is read from the fitted curve at half-maximal effect; % is scaled to controls: 0 for no effect and ±100 for the full control effect
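Human Pol beta at 10 nM; strand-displacement substrate 50 nM final. Compound exposure 15 min at room temperature before start, reaction 10 min at room temperature.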
POLK inh: DNA polymerase kappa (human) inhibition; Q9UBT6; purified Pol kappa, fluorescent DNA synthesis assay, 10 min; Potency, µM (top dose mostly 107 µM), for the others: at the highest dose activity, negative = inhibition, actives largely listed as inhibitors; hit rate 0.53% among 400,000; AID 588579; also: potency is read from the fitted curve at half-maximal effect; % is scaled to controls: 0 for no effect and ±100 for the full control effect
Target sequence (Q9UBT6 whole entry, looked up): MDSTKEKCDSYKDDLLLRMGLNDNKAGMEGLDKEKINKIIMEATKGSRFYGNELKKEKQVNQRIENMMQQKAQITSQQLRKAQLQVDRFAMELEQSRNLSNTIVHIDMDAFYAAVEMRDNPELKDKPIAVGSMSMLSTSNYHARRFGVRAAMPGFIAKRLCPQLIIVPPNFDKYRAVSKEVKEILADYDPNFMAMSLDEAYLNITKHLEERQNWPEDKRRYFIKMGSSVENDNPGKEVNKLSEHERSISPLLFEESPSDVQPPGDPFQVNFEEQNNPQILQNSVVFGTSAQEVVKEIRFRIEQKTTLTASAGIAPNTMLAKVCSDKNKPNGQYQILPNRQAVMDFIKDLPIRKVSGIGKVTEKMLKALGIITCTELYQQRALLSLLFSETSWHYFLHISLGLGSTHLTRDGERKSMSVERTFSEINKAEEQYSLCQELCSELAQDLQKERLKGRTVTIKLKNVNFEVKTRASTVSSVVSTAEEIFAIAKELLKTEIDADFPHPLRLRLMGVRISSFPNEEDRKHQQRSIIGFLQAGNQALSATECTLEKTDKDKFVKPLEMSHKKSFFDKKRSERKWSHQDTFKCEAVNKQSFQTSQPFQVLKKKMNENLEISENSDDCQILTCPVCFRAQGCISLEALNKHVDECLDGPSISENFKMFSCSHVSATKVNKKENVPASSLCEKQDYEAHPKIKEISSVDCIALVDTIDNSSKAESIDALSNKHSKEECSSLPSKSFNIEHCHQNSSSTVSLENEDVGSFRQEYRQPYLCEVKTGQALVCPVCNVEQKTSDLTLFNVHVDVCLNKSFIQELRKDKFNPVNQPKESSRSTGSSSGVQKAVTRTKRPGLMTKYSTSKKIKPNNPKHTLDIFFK
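First, compounds were pin-transferred onto 10 nM Pol kappa. After 15 min at room temperature, substrate was added to 50 nM final. Fluorescence was then measured kinetically at 0 and 10 min.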
ERG Ets-DNA blk: ERG Ets/DNA interaction inhibition | P11308 | hit rate 0.028% among 370,000 | AID 624246 | Potency, µM (top dose mostly 76.9 µM), without a hit: at the top dose FP activity, negative = inhibition, actives largely listed as inhibitors | fluorescence polarization, His-ERG Ets domain / labelled DNA; active = well fitted inhibition curve with a large enough effect in the polarisation, with a control signal flat; inconclusive = small, poorly fitted or top-dose-only effect, or effect the other way, or a change in a side signal; inactive = no such curve, though single readings can be large or run the other way; the % refers to the polarisation;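 also: polarization taken with two DNA probes labelled with fluorescein and Texas red; potency is read from the fitted curve at half-maximal effect; % of control where 0% means no effect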
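His-tagged ERG Ets domain (1 uM in the protein solution; 300mM KCl, 50mM Tris-HCl, 1mM EDTA, 1mM DTT, pH 7.5) received compound, then a probe mix of 5 nM fluorescein-DNA and 100nM Texas-615-DNA. Fluorescence polarization was read for both dyes.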
BLM inh: blocks DNA unwinding by human BLM helicase. P54132. recombinant BLM DNA unwinding, fluorescence dequenching. Potency, µM (highest dose often 56.1 µM), for inactives: at the highest dose activity change, negative = inhibition, hits mostly inhibitors. hit rate 0.2% among 350,000;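 also: potency is read from the fitted curve at half-maximal effect; plate controls were vehicle for no effect and no enzyme for full effect; nearly all actives have a fitted effect of over 35% in size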
APEX1 inh: blocks human APE1 abasic DNA cleavage; hit rate 0.35% among 350,000; recombinant APE1, TAMRA/BHQ-2 abasic DNA cleavage fluorescence; AID 2517; Potency, µM (titrated, usually from 65.8 µM), for the others: top-dose activity change, negative = inhibition, most hits filed as inhibitors;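 also: potency is read from the fitted curve at half-maximal effect; plate controls were vehicle for no effect and reference inhibitor for full effect; nearly all actives have a fitted effect of over 55% in size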
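Incision of a quenched TAMRA/BHQ-2 THF abasic-site duplex (50 nM) by 0.75 nM APE1, after 15 min compound preincubation, measured as fluorescence increase over three 60 s reads. Values normalized to buffer, DMSO and NSC13755 control wells.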
POLI inh: DNA polymerase iota (human) inhibition | Pol iota fluorescent replication assay, 10 min | Potency, µM (series often up to 115 µM), for inactives: at the highest dose activity, negative = inhibition, most hits filed as inhibitors | hit rate 1% among 390,000 | AID 588590 | Q9UNA4; also: potency is read from the fitted curve at half-maximal effect
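Fluorescent replication assay read twice, at 0 min and 10 min after adding 50 nM (final) substrate. Enzyme (10 nM) and compounds were first incubated 15 min at room temperature; enzyme-free buffer wells were negative controls.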
Anesthetic bind: binds horse apoferritin like a general anesthetic; P02791; hit rate 0.074% among 350,000; Potency, µM (highest dose often 77.5 µM), inactives show at the top dose activity change, negative = displacement, hits mostly inhibitors; AID 485281; apoferritin/1-aminoanthracene competitive binding, fluorescence; also: potency is read from the fitted curve at half-maximal effect; % is scaled to controls: 0 for no effect and ±100 for the full control effect; nearly all actives have a fitted effect of over 20% in size
Target sequence (P02791 2-175 limits assumed): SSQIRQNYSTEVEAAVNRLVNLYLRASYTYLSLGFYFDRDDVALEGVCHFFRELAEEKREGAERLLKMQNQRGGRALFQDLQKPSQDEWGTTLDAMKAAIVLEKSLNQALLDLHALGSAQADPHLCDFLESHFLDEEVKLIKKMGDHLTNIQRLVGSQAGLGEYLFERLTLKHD
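Horse-spleen apoferritin (10 uM) was mixed with 50% saturated 1-aminoanthracene in PBS, exposed to compounds for 10 min at room temperature, and read for fluorescence (ex 380 nm, em 535 nm). Competitive displacement was fitted with a four-parameter Hill equation.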
Active calls of the source: *; i = inactive; ? = inconclusive; · = no result given; & = joins results of further samples; [ ] = remark or other dose. Unless noted, calls follow the shape of the dose curve; as a rule, active = well fitted curve in the direction sought with a large enough effect; inconclusive = small, poorly fitted or top-dose-only effect, or another doubt; inactive = no such curve, though single readings can be large; an effect the other way counts as inactive or inconclusive.

Below each SMILES – TRHR ag, ALOX12 inh, Pol beta inh, POLK inh, ERG Ets-DNA blk, BLM inh, APEX1 inh, POLI inh, Anesthetic bind
Cc1cccc(NC(=O)CN2C(=O)NC(C)(c3ccc4c(c3)OCO4)C2=O)c1 (stereo not drawn)
 : 0.9, -21.3%, 17.1%, 0.1%, -5.1%, -2.9%, -0.2%, 16.7%, ?
O=C(c1cccc(N2CCCC2=O)c1)N1CCN(c2ccccc2)CC1
 : 1.0, 20.9%, 20.7%, 3.0%, -3.2%, 4.6%, 8.9%, 26.3%, 2.2%
COc1ccc([N+](=O)[O-])cc1N(CC(O)Cn1nnc2ccccc21)S(=O)(=O)c1ccc(C)cc1 (stereo not drawn)
 : -0.3, 0.0%, -15.4%, -18.8%, 6.6%, -3.7%, -8.7%, -18.0%, ?
Cc1cc(C)n(S(=O)(=O)c2ccc(C(C)(C)C)cc2)n1
 : -0.6, -12.5%, -23.9%, -10.5%, -3.0%, -2.3%, -1.7%, -10.7%, 3.5%
CCCCNC(=O)Nc1nc2ccccc2s1
 : 0.2, -11.5%, 0.7%, 4.5%, 2.0%, 0.6%, -2.5%, 51.3%[activator], -12.4%
COc1ccccc1-c1ccc(NC2CCCCC2)nn1
 : -0.8, -3.4%, -22.3%, -12.5%, -4.9%, -1.5%, 5.3%, 17.2%, -6.1%
Oc1ccc(Br)cc1C=Nc1ccc(Cl)cc1
 : 1.0, -12.7%, 6.0%, -9.5%[60.1 µM], -3.0%, 0.2%, -4.3%, 16.0%, -11.2%
O=C(CC(=O)c1c(F)cccc1Cl)c1ccccc1O
 : -1.1, -1.7%, 5.1%, -9.3%, -2.0%, -7.2%, -16.6%, -1.6%, -8.5%
COc1ccc(NC(=O)CSc2nc(O)cc(=O)[nH]2)c(OC)c1
 : 0.2, 1.3%, -29.6%, 1.3%, -2.2%, -3.6%, 1.4%, 2.2%, -14.2%
CCc1cc(=O)oc2cc(OCC(=O)N3CCC(C(N)=O)CC3)ccc12
 : 0.3, -10.7%, 66.0%, -15.9%, -2.7%, 2.4%, -5.9%, 59.7%[activator], -11.6%
C[C@@H]1CN([C@@H](C)CO)C(=O)Cc2cc(NC(=O)Nc3ccc(F)cc3)ccc2O[C@@H]1CN(C)Cc1ccc(Cl)c(Cl)c1
 : ·, ?, ·, -15.1%, -26.6%, ·, 0.4%, -1.3%, ·
COc1cc(OC)cc(-c2sc3ccc(OC)cc3c2-c2ccc(OCCN3CCCCC3)cc2)c1
 : ·, ·, ·, -20.4%, -1.4%, ·, -36.0%, -16.9%, ·
CCOC(=O)C1CCCN(c2c(NCCc3ccc(Cl)cc3)c(=O)c2=O)C1 (stereo not drawn)
 : -0.4, 0.0%, 15.6%, -2.2%, 21.3%, 2.7%, 4.5%, 14.9%, -3.6%
Cc1ccc(C(=O)NCCNC(=O)Cc2ccccc2)cn1
 : 0.3, -2.7%, -21.7%, -7.1%, -0.8%, -0.3%, 49.2%[activator][12.4 µM], 21.2%, -4.6%
COc1ccccc1NC(=S)NCCC(c1ccccc1)c1ccccc1
 : -1.1, 35.5µM*, 4.9%, -5.9%, 1.8%, -12.6%, 6.2%, -2.9%, 71.1%[activator]
CC1CCN(C(c2cccs2)c2nnnn2Cc2ccccc2)CC1 (stereo not drawn)
 : 0.1, ?, 1.5%, -16.6%, 1.5%, -9.5%, -1.6%, -1.6%, -15.0%
CC(=O)Nc1ccc2nc3ccccc3nc2c1
 : 3.7, 0.0%, 0.6%, -23.7%, 10.6%, -4.1%, 2.6%, 70.8%[activator], 528.2%[activator]
CCOc1ccc(S(=O)(=O)Nc2c(C)n(C)n(-c3ccccc3)c2=O)cc1
 : -0.4, 4.8%, 3.3%, 7.3%, -10.3%, -3.4%, -4.8%, 16.8%, -13.0%
N#CCCCn1c(-c2ccccc2)noc1=O
 : 0.2, 2.8%, 1.8%, 4.3%, 1.7%, -0.7%, -2.2%, 9.6%, -10.2%
CCOC(=O)c1[nH]c2ccc(F)cc2c1NC(=O)CN1CCN(C/C=C/c2ccccc2)CC1
 : 0.3, -1.9%, 4.9%, -5.5%, 10.7%, 0.0%, -3.7%, 5.6%, -11.9%
Cc1ccc(Cl)cc1N1CCN(S(=O)(=O)c2cnc[nH]2)CC1
 : -0.1, 27.1%, 30.4%, 7.7%, -5.1%, 3.5%, -5.5%, -22.0%, -11.7%
CCN(C(=O)c1cnc2scc(C)n2c1=O)c1ccccc1C
 : 0.6, -6.0%, 1.4%, -14.7%, -4.3%, 1.3%, 0.3%, 6.0%, 4.2%
CCCn1c(CC)nc([N+](=O)[O-])c1S(=O)(=O)c1ccccc1
 : -0.5, 0.0%, 26.1%, -11.7%, -0.7%, -2.0%, 11.0%, 15.6%, -10.5%
CC(=O)Nc1ccc(S(=O)(=O)NCCNC(=O)c2ccccc2F)cc1
 : 0.8, 0.0%, 1.0%, 1.9%, 3.5%, -0.5%, 12.4%, 1.6%, 10.5%
CCn1c2ccccc2c2nnc(N3CCN(c4cc(C)ccc4C)CC3)nc21
 : 0.2, -5.1%, -0.5%, -6.5%, -0.5%, -7.3%, ·, -15.1%, 280.7%[activator]
CCc1cccc(C)c1NC(=S)NCCc1c(C)[nH]c2ccc(C)cc12
 : 0.1, ?, 0.0%, 10.8%, -3.2%, -8.3%, 1.0%, -11.1%, 6.0%
CC(C)NC(=O)c1ccc(NC(=O)N2CCCCc3ccccc32)cc1
 : 0.2, -13.9%, 32.5%, 0.0%, 8.8%, -0.6%, ·, -0.4%, -1.1%
COc1ccc(S(=O)(=O)N2CCOCC2)cc1NC(=O)CN(C)CC(=O)Nc1cccc(F)c1
 : ·, 441.9%[activator], ·, 2.9%, 8.5%, ·, 7.3%, -3.3%, ·
Cc1cc(=O)[nH]c(SCC(=O)Nc2ccc(C)c(S(=O)(=O)N3CCCCC3)c2)n1
 : -0.2, -21.6%, 0.4%, -7.1%, -4.3%, -1.3%, 1.3%, 13.3%, -2.1%
O=C(COC(=O)C12CC3CC(CC(C3)C1)C2)NNC(=O)c1ccccc1
 : ·, i, ·, -16.0%, -1.8%, ·, -5.3%, 22.8%, ·
CCOC(=O)c1ccc(S(=O)(=O)NNC(=O)c2ccc3c(c2)nc(C)n3CC)cc1
 : 0.1, -11.3%, 17.9%, 1.2%, 6.6%, -1.0%, -10.2%, 35.9%, -9.4%
CC(C)n1c(SCC(=O)N2CCCCC2)nc2c1c(=O)n(C)c(=O)n2C
 : -0.1, -9.9%, 7.8%, -6.0%, -2.1%, 2.8%, 16.4%, 3.7%, 2.4%
Clc1ccc(-c2nc3ccccn3c2CN2CCCCC2)cc1
 : -0.3, -3.8%, -8.9%, -17.2%, 2.7%, -6.8%, -0.1%, ?, -15.3%
CCCc1nn2c(=O)cc(CSCC(=O)Nc3cccc(OC)c3)nc2s1
 : 1.8, -24.1%, 27.7%, -18.5%, -10.5%, -0.7%, -16.1%, -0.9%, 4.9%
COc1cc(NC(=O)Cc2ccccc2)cc(OC)c1
 : -0.5, 0.0%, 6.3%, -5.9%, 0.0%, -5.3%, -7.3%, 20.4%, ?
COc1ccc(NC(=O)CNC(=O)Cc2ccccc2)cc1
 : -2.3, -2.7%, 39.8%, -3.9%, -2.3%, -5.9%, 13.1%, 33.0%[activator], -5.9%
COc1cc(CCC(=O)OCC(=O)N(CC(C)C)C2CCS(=O)(=O)C2)cc(OC)c1OC (stereo not drawn)
 : -0.5, -1.3%, ·, -3.2%, 1.7%, ·, 14.3%, 1.3%, ·
CC(C)n1nc(C(=O)OCC(=O)c2c[nH]c3ccccc23)c2ccccc2c1=O
 : 0.4, -11.2%, ?, -9.6%, 4.1%, -9.5%, -3.8%, 8.5%, -16.5%
COCC(C)NC(C(=O)Nc1cccc(C(C)=O)c1)c1ccccc1 (stereo not drawn)
 : 0.0, 0.6%, -24.7%, 4.9%, 12.2%, 0.0%, 0.9%, 45.9%[activator], -13.5%
Cc1ccc(S(=O)(=O)N2[C@@H](c3ccc(Br)cc3)C(C(=O)O)=C[C@H]2C(C)(C)C)cc1
 : ·, ?, ·, -17.8%, -4.0%, ·, 30.0%, ?, ·
CCS(=O)(=O)c1ccc2c(c1)N(S(C)(=O)=O)CC(C(=O)NN)O2 (stereo not drawn)
 : 0.2, 15.7%, -27.8%, 2.3%, 1.9%, 0.1%, 1.1%, -18.8%, 3.4%
O=C(OCc1ccco1)c1ccc2c(c1)N(Cc1ccc([N+](=O)[O-])cc1)C(=O)c1ccccc1S2
 : 0.3, -2.1%, -26.0%, -1.5%[60.1 µM], -7.1%, -4.1%, ·, 18.6%, -14.6%
CCOC(=O)C[C@H]1c2ccccc2S(=O)(=O)N1C1CC1
 : ·, 11.6%, ·, 0.5%&7.2%, 1.7%, ·, ·, 36.0%&3.2%[activator], ·
CC(C)Cn1c(CN2CCN(c3ccccc3F)CC2)nc2c1c(=O)[nH]c(=O)n2C
 : -0.6, ?, -2.2%, 0.9%, -15.2%, 3.1%, -0.3%, -1.7%, 31.8%[activator]

Structural class, those above containing two or more sulfur atoms (three)
Below each SMILES – TRHR ag, ALOX12 inh, Pol beta inh, POLK inh, ERG Ets-DNA blk, BLM inh, APEX1 inh, POLI inh, Anesthetic bind
Cc1cc(=O)[nH]c(SCC(=O)Nc2ccc(C)c(S(=O)(=O)N3CCCCC3)c2)n1
 : -0.2, -21.6%, 0.4%, -7.1%, -4.3%, -1.3%, 1.3%, 13.3%, -2.1%
CCCc1nn2c(=O)cc(CSCC(=O)Nc3cccc(OC)c3)nc2s1
 : 1.8, -24.1%, 27.7%, -18.5%, -10.5%, -0.7%, -16.1%, -0.9%, 4.9%
CCS(=O)(=O)c1ccc2c(c1)N(S(C)(=O)=O)CC(C(=O)NN)O2 (stereo not drawn)
 : 0.2, 15.7%, -27.8%, 2.3%, 1.9%, 0.1%, 1.1%, -18.8%, 3.4%

The list is partial, so the mix of outcomes need not match the whole.
